Screening results deposited in PubChem BioAssay by Broad Institute.
RAD54 branch – blocks human RAD54 Holliday junction branch migration. FAM/BHQ fluorescence. inhibition, % at 10.4 µM. 360,000 compounds, 0.14% hits. AID 602329;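 active means mean normalized replicate activity at least 40 and at least half of replicates scoring 40 or more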;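 further: 0% = median of neutral control wells and 100% = median of positive control wells; inhibitors cause a drop in the FAM fluorescence signal; in these data hits start at about 50%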
Target sequence (Q92698 whole entry, looked up): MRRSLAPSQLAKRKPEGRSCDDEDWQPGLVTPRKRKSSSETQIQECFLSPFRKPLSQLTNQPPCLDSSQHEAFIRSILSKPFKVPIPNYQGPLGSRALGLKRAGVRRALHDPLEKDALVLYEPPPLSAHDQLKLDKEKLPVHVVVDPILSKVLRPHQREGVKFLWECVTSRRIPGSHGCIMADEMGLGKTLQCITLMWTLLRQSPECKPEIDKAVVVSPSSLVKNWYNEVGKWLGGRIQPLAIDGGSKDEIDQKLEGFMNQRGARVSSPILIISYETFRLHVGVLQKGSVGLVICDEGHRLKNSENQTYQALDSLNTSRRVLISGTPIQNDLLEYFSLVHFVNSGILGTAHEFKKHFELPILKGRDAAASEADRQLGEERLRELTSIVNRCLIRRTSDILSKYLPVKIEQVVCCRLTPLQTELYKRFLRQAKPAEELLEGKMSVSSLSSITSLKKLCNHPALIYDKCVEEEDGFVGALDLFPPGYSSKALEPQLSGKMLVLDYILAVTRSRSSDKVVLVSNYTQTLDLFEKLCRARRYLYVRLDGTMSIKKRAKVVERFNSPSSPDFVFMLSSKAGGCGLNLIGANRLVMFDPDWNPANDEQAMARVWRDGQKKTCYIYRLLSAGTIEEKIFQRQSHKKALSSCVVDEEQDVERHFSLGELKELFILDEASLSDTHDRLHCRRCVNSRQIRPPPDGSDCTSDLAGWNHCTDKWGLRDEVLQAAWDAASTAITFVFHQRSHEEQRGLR
E-selectin induc – induces E-selectin expression in human endothelial cells; HUVEC E-selectin immunofluorescence imaging; normalized: neutral wells 0, TNF-alpha wells 100; 260,000 compounds, 0.37% hits; P16581; AID 686992; activation, % at 7.58 µM;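 active means mean E-selectin-positive cell signal at least 10% of the positive control, reached in at least 60% of replicates, without over 20% cell loss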;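 further: in these data hits start at about 27%; measured in HUVEC primary endothelial cells; signal is the percent of cells scored E-selectin positive by PE staining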
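material = human umbilical vein endothelial cells (HUVEC), E-selectin induction | quantity = 3,000 cells/well | medium = EGM-2 growth medium on 0.1% gelatin-coated wells | technique = immunofluorescence imaging | read-out basis = % PE-positive cells | control set = TNF-alpha positive control, DMSO neutral control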
PglD DTNB – PglD (C. jejuni) enzyme inhibition. purified PglD enzyme, DTNB colorimetric CoA detection. inhibition, % at 12.5 µM. 360,000 compounds, 0.098% hits. AID 602405; in the data active means inhibition above about 16%, passing the limit was not always enough; further: strong numbers were not always called active
Cneo AK release – causes C. neoformans cell lysis; adenylate kinase release luminescence, 4 h; normalised: neutral wells 0, clomiphene wells 100; lysis activity, % at 15 µM; 360,000 compounds, 0.2% hits;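 active means mean lysis activity across replicates of at least 80%, whatever share of replicates individually reach that level; inactive means mean lysis activity below 80%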
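Schedule: static 4 h at 37 °C with compound, 1 h detection; system: C. neoformans cells; benchmarks: Clomiphene as positive control; buffer or medium: fresh YPD medium; measure: luminescence rise reflecting yeast cell lysis; measured by: luminescent adenylate kinase detection reagent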
miR-122 sensor – inhibitors of miR-122 in Huh7 cells. activation (reporter increase), % at 12.5 µM. 340,000 compounds, 0.3% hits. AID 602342. Huh7 miR-122 Renilla luciferase sensor, 48 h; neutral wells = 0, positive control = 100;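 active means mean replicate activation score at least 90 and every replicate individually at or above 90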;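 further: higher luciferase means less miR-122 activity so hits act as miR-122 inhibitors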
ERAP1 inh – ERAP1 (human) enzyme inhibition. Q9NZ08. recombinant ERAP1, Leu-AMC fluorescence, 60 min. inhibition, % at 10.7 µM. 340,000 compounds, 0.15% hits. AID 652197;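 active means mean replicate inhibition of at least 30%, or all replicates individually reaching that 30% level; inactive means mean below 30% and not every replicate reaching it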;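 further: 0% = neutral control wells and 100% = L-leucinethiol positive control wells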
PGC1a acetyl inh – modulators of PGC1a acetylation; U2OS PGC1a acetylation, AlphaScreen anti-acetyl-lysine; with virally co-expressed GCN5 acetyltransferase; inhibition, % at 15.6 µM; 350,000 compounds, 0.17% hits;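 active means every replicate shows inhibition of at least 40%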;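 further: 0% = neutral control wells and 100% = positive control wells; some results beyond the cut were filed as inactive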
RAD52 anneal inh – RAD52 (human) annealing inhibition. inhibition, % at 18.7 µM. 360,000 compounds, 0.46% hits. recombinant RAD52 DNA annealing, FRET fluorescence;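 active means every replicate showing at least 50% inhibition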
* hit, by the source's call; x = not tested or not shown; & = joins results of further samples; [ ] = another dose, or the depositor's remark.

SMILES	RAD54 branch	E-selectin induc	PglD DTNB	Cneo AK release	miR-122 sensor	ERAP1 inh	PGC1a acetyl inh	RAD52 anneal inh
CCN1C(=NCCc2cccnc2)N[C@@H](c2ccccc2)C(C(=O)OC)=C1C	1.9	x	1.7	-1.3	3.0	x	-2.5	x
C[C@H](CO)N1C[C@H](C)[C@H](CN(C)CC2CCOCC2)Oc2ncc(Br)cc2C1=O	-5.5	0.0	0.4	-0.3	-5.8[16.7 µM]	-3.1	10.6	2.3
CCN(C[C@H]1N[C@@](Cc2ccccc2)(C(=O)OC)[C@H]2C(=O)N(Cc3ccccc3)C(=O)[C@@H]12)C(=O)COc1ccccc1	-8.7	0.6	-0.9	-5.5	2.5	-4.7	-4.7	-1.5
O=C(C[C@@H]1CC[C@@H]2[C@H](COC[C@@H](O)CN2S(=O)(=O)c2cccc(Cl)c2)O1)N1CCOCC1	-1.3	1.4	-0.6	7.2	-8.0[16.7 µM]	0.0	-3.0	-2.7
CC(NS(=O)(=O)c1ccc(OCC(=O)N2CCOCC2)c(Cl)c1)c1ccccc1 (configuration not stated)	3.4	x	-5.5	0.7	9.0	x	2.6	x
COc1ccc(CN(C)C[C@@H]2Oc3c(NC(=O)C4CC4)cccc3C(=O)N([C@H](C)CO)C[C@H]2C)cc1	0.9	0.0	0.0	-1.8	10.3[16.7 µM]	0.8	5.0	12.9
C=CC[C@H](CC(=O)N[C@H](CO)Cc1ccccc1)C(=O)N[C@H](COC(=O)[C@@H](CC=C)CC(=O)OC(C)(C)C)Cc1c[nH]c2ccccc12	-0.7	0.1	-0.1	2.3	x	-2.6	x	-1.4
CCCNC(=O)[C@@H]1[C@@H](CO)[C@@H]2Cn3c(ccc(C4=CCCC4)c3=O)[C@H]1N2C(=O)CC1CC1	-6.6	-0.3	1.3	0.8	-2.1[16.7 µM]	2.2	x	-3.0
CC(=O)OC[C@H]1O[C@@H](n2ncc(=O)[nH]c2=O)[C@H](OC(C)=O)[C@@H]1OC(C)=O	0.9	x	-1.6	-2.2	-7.8	x	-23.5	x
COc1ccc(-c2ccc([C@H]3[C@H](C#N)N[C@H]3CO)cc2)cc1	5.5	-0.3	-2.1	-4.0	x	-0.1	-10.5	-27.1
O=C1c2ccccc2C(O)N1c1ccccc1 (configuration not stated)	4.5	x	-16.0	1.3	-2.8	0.2	12.8	-3.6
Cc1noc(C)c1S(=O)(=O)Nc1ccc2c(c1)C(=O)N([C@@H](C)CO)C[C@@H](C)[C@H](CN(C)C(=O)Nc1ccc(F)cc1)OCCCC[C@H](C)O2	-2.5	0.0	2.1	0.0	-5.7[16.7 µM]	7.0	9.3	-29.8
C[C@H](CO)N1C[C@H](C)[C@@H](CN(C)S(=O)(=O)c2ccccc2)Oc2ccc(NC(=O)Nc3ccc4c(c3)OCO4)cc2C1=O	-14.6&-4.5	-2.5&1.1	-0.4&0.1	59.7&4.8	1.5[16.7 µM]	-0.5&-2.6	0.1	-10.9&-9.8
CO[C@H]1CN(C)C(=O)c2ccc(NS(C)(=O)=O)cc2OC[C@@H](C)N(CC2CCCCC2)C[C@H]1C	2.2	0.2	-1.3	-3.3	x	x	-3.3	-9.4
COc1ccc(-n2c(SCC(=O)Nc3cc(C)on3)nc3c(c2=O)SC(C)C3)cc1 (configuration not stated)	3.0	-0.1	-1.9	-1.1	3.7	-2.6	-8.1	-7.7
C[C@@H]1CN([C@H](C)CO)C(=O)c2cccc(NC(=O)C3CCCCC3)c2O[C@@H]1CN(C)S(=O)(=O)c1ccc(Cl)cc1	1.8	-7.9	-0.9	-1.2	-5.5[16.7 µM]	2.2	11.4	-8.0
NC(=O)C1CCN(c2ccc([N+](=O)[O-])cc2Cl)CC1	x	1.3	x	x	x	-3.7	6.0	-16.8
CN(C)CCCN(Cc1cc2cc3c(cc2[nH]c1=O)OCCO3)C(=O)NC1CCCCC1	7.4	1.7	-2.8	-1.5	1.5	6.8	7.0	-1.4
Cc1ccc(S(=O)(=O)N(C)C[C@@H]2OCCCC[C@H](C)Oc3ccc(NC(=O)Cc4ccccc4)cc3C(=O)N([C@H](C)CO)C[C@H]2C)cc1	0.3	x	4.3	8.8	-0.7[16.7 µM]	-2.6	-20.7	2.4
NC(=O)NC(=O)COC(=O)CCSc1ccccc1	-5.5	x	11.8	2.2	0.2	-3.0	13.2	-5.5
CCN1CCN(C(=O)/C=C/c2ccc(F)cc2)CC1	-3.0	x	-2.6	0.1	12.0	x	6.9	-18.5
Cc1ccc(S(=O)(=O)N[C@@H]2C=C[C@@H](CC(=O)NC3CCCCC3)O[C@H]2CO)cc1	2.0	-0.3	2.8	0.4	x	-5.2	0.2	0.8
Cc1ccnc(NCn2nnc3ccccc32)c1	0.7	x	0.0	0.6	3.5	x	x	x
O=C(N/N=C/c1ccc([N+](=O)[O-])o1)C(=O)Nc1ccc(C(=O)O)cc1	-5.1	0.1	6.4	-3.0	5.4	13.1	-3.7	-0.3
CC(C)N(C[C@@H]1[C@@H](c2ccccc2)[C@H](CO)N1S(C)(=O)=O)C(=O)CN(C)C	-1.1	0.4	-0.2	-2.1	33.3[16.7 µM]	x	-1.0	-9.4
CCN1CCN(CC(=O)Nc2ccc(N(C)C)cc2)CC1	5.5	0.1	-2.8	-1.3	-4.2	1.9	13.1	8.1
CCN(CC(=O)N1CCCCCC1)S(=O)(=O)c1ccc(C)cc1	2.0	5.9	-8.5	0.4	8.6	x	-2.7	1.3
CCOC(=O)C(=O)Nc1ncc(Cl)s1	3.8	x	0.8	-2.8	-1.4	x	-8.4	-6.3
CCc1nc2c(OCc3ccc(F)cc3)cccn2c1N(C)C(=O)CC(C)C	5.4	-0.3	1.5	0.3	-2.7	-7.9	5.8	-9.0
CCCCCCCN(C(=O)CCl)c1ccccc1C	-0.2	x	3.7	-5.0	-4.2	x	x	x

Full records, looked up by structure:
Listed for CCCCCCCN(C(=O)CCl)c1ccccc1C = RAD54 branch = -0.2; E-selectin induc = x; PglD DTNB = 3.7; Cneo AK release = -5.0; miR-122 sensor = -4.2; ERAP1 inh = x; PGC1a acetyl inh = x; RAD52 anneal inh = x
Listed for Cc1ccnc(NCn2nnc3ccccc32)c1 = RAD54 branch = 0.7; E-selectin induc = x; PglD DTNB = 0.0; Cneo AK release = 0.6; miR-122 sensor = 3.5; ERAP1 inh = x; PGC1a acetyl inh = x; RAD52 anneal inh = x

Following part:
SMILES	RAD54 branch	E-selectin induc	PglD DTNB	Cneo AK release	miR-122 sensor	ERAP1 inh	PGC1a acetyl inh	RAD52 anneal inh
O=C(Cc1ccc(S(=O)(=O)N2CCOCC2)s1)OCc1ccc(Cl)cc1	-0.8	x	-1.5	-0.2	x	6.6	x	-76.9
CCn1ncc(Br)c1C(=O)Nc1ccccc1C(=O)OC	7.6	x	-1.2	-2.0	5.9	x	1.9	x
COc1ccccc1[C@]1(C)ON(c2ccccc2C(F)(F)F)C1=O	-1.1	0.0	0.0	3.3	x	0.3	x	-9.5
Cc1cc(NCc2ccco2)nc2cc(O)ccc12	11.3	-0.1	7.1	-0.1	-4.9	-18.0	1.2	-13.5
Cc1ccc(N(C(=O)c2csnn2)C(C(=O)NC2CCCCC2)c2ccccn2)cc1 (configuration not stated)	-0.3	0.1	3.6	2.7	-1.9	-0.2	-1.0	-6.2
CC(C(=O)Nc1ccccc1C(F)(F)F)N1CCN(C)CC1 (configuration not stated)	-0.4	x	2.8	2.1	-5.6	-3.6	12.1	2.8
O[C@@H]1CN(Cc2cccs2)[C@@H](c2ccc(Cl)cc2)C[C@H]1n1cc(C2CC2)nn1	-3.5	0.1	-4.5	-5.1	-1.6	4.5	8.9	-20.2
COc1ccccc1NC(=O)c1ccc(CSc2ccccc2)o1	6.1	0.0	1.7	-9.9	x	-1.1	-15.2	-7.6
COC(=O)c1[nH]c2ccccc2c1NS(=O)(=O)c1ccc(OC)cc1OC	-21.5	x	-0.5	-1.0	72.3	x	x	x
O=C(O)c1ccc(-n2c(/C=C/c3ccccc3)nc3ccccc3c2=O)cc1	-14.4	0.4	-17.8	2.0	x	5.0	-3.4	-10.6
Cn1cnc(CCNC(=O)C[C@@H]2CC[C@H]3[C@@H](COC[C@@H](O)CN3C(=O)Nc3ccc(C(F)(F)F)cc3)O2)c1	0.2	-0.1	-0.4	9.1	4.5[16.7 µM]	1.8	3.7	-2.9
CO[C@@H]1CN(C)C(=O)c2ccc(NS(C)(=O)=O)cc2OC[C@@H](C)N(Cc2ccccc2)C[C@@H]1C	-4.5	-0.2	0.7	49.6	x	-0.5	-2.5	3.3
COc1ccc(C(=O)N/C(=C\c2ccccc2)C(=O)NCc2cccnc2)cc1	-5.5	x	1.1	0.6	x	-1.7	x	-0.1
COc1ccc([C@H]2C[C@H](O)[C@@H](n3cc(COC(=O)c4ccccc4)nn3)CN2Cc2cccs2)cc1	-6.8	0.0	5.3	-1.4	31.3	1.7	x	-1.0
CCCOc1ccc(-c2c(C(=O)N/N=C(\C)c3cccs3)nnn2-c2nonc2N)cc1	1.6	0.2	-7.4	-0.6	6.3	-0.6	6.0	-8.4
CN(CC(=O)N/N=C/c1ccc(F)cc1)S(=O)(=O)c1ccccc1	-5.0	-0.1	5.9	-2.5	-3.5	-3.6	3.8	-6.4
C=CCNC(=S)N1CCN(C2CCCCC2)CC1	x	x	x	x	-3.1	1.4	10.2	-15.4
COc1ccc(NC(=O)N(C)C[C@H]2OCCCC[C@H](C)Oc3ccc(NS(C)(=O)=O)cc3C(=O)N([C@@H](C)CO)C[C@@H]2C)cc1	-1.5	0.7	-4.7	-0.7	-3.9[16.7 µM]	4.3	-9.4	-2.7
CC1CCN(CC(=O)Nc2ccccc2C#N)CC1	0.2	x	8.5	0.3	1.0	x	7.3	x
COc1ccc(Br)c(C(=O)NNC(=O)c2ccc(NS(=O)(=O)c3cccs3)cc2)c1	-5.3	0.0	0.8	-0.5	-4.6	-5.4	15.8	-1.1
COC(=O)c1ccc(-c2noc(CN3CCCC(CNC(C)=O)C3)n2)cc1 (configuration not stated)	-16.2	1.7	x	0.9	-6.9	2.6	1.9	-6.8
O=C(O)C[C@H]1C=C[C@@H](NC(=O)c2ccccc2F)[C@H](CO)O1	3.8	-0.2	-2.1	-24.0	x	x	-4.7	-5.5
CS(=O)(=O)c1nc(S(=O)(=O)c2ccc(Cl)cc2)c(N2CCOCC2)s1	0.4	x	-0.2	-2.8	-6.2	-1.0	4.2	-0.5
C[C@@H]1CN([C@@H](C)CO)C(=O)c2cc(NC(=O)Nc3ccc(C(F)(F)F)cc3)ccc2O[C@@H]1CN(C)S(=O)(=O)c1ccc(Cl)cc1	1.0	0.5	-2.2	1.1	57.2[16.7 µM]	0.8	-1.3	7.7

Arranged by value in ERAP1 inh (largest number first): some entries from above
canonical_smiles	ERAP1 inh
COC(=O)c1ccc(-c2noc(CN3CCCC(CNC(C)=O)C3)n2)cc1 (configuration not stated)	2.6
C[C@@H]1CN([C@@H](C)CO)C(=O)c2cc(NC(=O)Nc3ccc(C(F)(F)F)cc3)ccc2O[C@@H]1CN(C)S(=O)(=O)c1ccc(Cl)cc1	0.8
CS(=O)(=O)c1nc(S(=O)(=O)c2ccc(Cl)cc2)c(N2CCOCC2)s1	-1.0

Ordered by formula weight (falling): 3 of the compounds above
SMILES	RAD54 branch	E-selectin induc	PglD DTNB	Cneo AK release	miR-122 sensor	ERAP1 inh	PGC1a acetyl inh	RAD52 anneal inh
COc1ccc(Br)c(C(=O)NNC(=O)c2ccc(NS(=O)(=O)c3cccs3)cc2)c1	-5.3	0.0	0.8	-0.5	-4.6	-5.4	15.8	-1.1
CS(=O)(=O)c1nc(S(=O)(=O)c2ccc(Cl)cc2)c(N2CCOCC2)s1	0.4	x	-0.2	-2.8	-6.2	-1.0	4.2	-0.5
COC(=O)c1ccc(-c2noc(CN3CCCC(CNC(C)=O)C3)n2)cc1 (configuration not stated)	-16.2	1.7	x	0.9	-6.9	2.6	1.9	-6.8
